Screening results (PubChem)
TR-FRET SRC-2 ct: counter-screen for PPARgamma SRC-2 recruitment agonists: TR-FRET artefact | active compounds read high | actives 0.4% (n = 200,000) | TR-FRET ratio at 8 µM; in the data active = TR-FRET ratio above about 2000; also: inactives centre near 1500; reference of the scale not given here
HMGR II inh: inhibitors of class II HMG-CoA reductase from Enterococcus faecalis. AID 1066. actives 0.41% (n = 190,000). purified E. faecalis HMGR, NADPH absorbance 340 nm kinetic. inhibition, % at 10 µM;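 active = inhibition above a set limit, the median over all tested compounds plus 3 SD, cut at about 9.5% in these data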;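 also: enzyme runs in reverse so mevalonate oxidation gives rising NADPH absorbance; 0% = complete reaction with DMSO and 100% = background rate lacking mevalonate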
bIAP inhibitor: blocks bovine intestinal alkaline phosphatase activity; inhibition, % at 20 µM; purified bovine IAP, CDP-star luminescence, 30 min; 190,000 tested, under 10 active;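 active = over 50% inhibition of intestinal alkaline phosphatase at 20 µM in the single-dose screen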
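Assay system – bovine IAP enzyme · Quantity – bovine IAP at 1/65,000,000 final dilution · Detection – CDP-star luminescence signal · Times – 30 min reaction at room temperature · Also added – CDP-star substrate at 30 µM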
ROMK mod: modulators of human ROMK potassium channel; P48048; Tet-inducible ROMK, thallium flux fluorescence; actives lie on both sides; B-score at 10 µM; actives 2% (n = 130,000); AID 1918;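 active = signal ratio slope over the read window, or its plate-corrected B-score, at least 3 SD from the plate mean, either direction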;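 also: B-score of the F/F0 ratio slope over 7 to 12 s after thallium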
PPARg SRC-2 ag: PPARgamma-driven SRC-2 recruitment agonism; P37231; PPARgamma LBD-SRC-2 recruitment, biochemical; activation, % at 8 µM; actives 0.34% (n = 200,000); in the data active = activation above about 22%;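 also: 0% = vehicle and 100% = reference agonist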
Target sequence (P37231 whole entry, looked up, the tested form may be a part): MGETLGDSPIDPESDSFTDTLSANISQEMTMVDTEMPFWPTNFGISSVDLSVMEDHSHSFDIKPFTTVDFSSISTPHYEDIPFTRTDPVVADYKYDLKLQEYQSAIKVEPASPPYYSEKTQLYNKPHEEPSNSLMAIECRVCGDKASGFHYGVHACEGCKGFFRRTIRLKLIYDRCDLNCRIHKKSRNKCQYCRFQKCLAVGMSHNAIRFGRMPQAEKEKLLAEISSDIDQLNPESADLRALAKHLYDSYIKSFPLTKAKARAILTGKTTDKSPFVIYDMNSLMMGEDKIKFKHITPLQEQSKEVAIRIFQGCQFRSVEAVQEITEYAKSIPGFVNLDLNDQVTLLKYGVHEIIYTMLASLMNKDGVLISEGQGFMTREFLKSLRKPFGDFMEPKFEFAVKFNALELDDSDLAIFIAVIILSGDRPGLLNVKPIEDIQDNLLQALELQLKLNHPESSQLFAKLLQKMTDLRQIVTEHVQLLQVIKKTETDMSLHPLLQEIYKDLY
DTT redox prof: compounds producing H2O2 with reducing agent – biochemical, NIH compound library profiling, artefact control for MLSCN library redox annotation, primary screen. activation, % at 10 µM. DTT-dependent redox cycling H2O2, phenol red/HRP absorbance; 100% = 100 µM peroxide control, 0% = buffer. actives 0.03% (n = 200,000). AID 878;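 active = activation of at least 50% relative to the plate's high and low controls in the primary single-dose screen; inactive = activation below 50%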;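 also: compound incubated with DTT at 0.8 mM final as the reducing agent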
S1P3 antag: antagonists of human S1P3 receptor; inhibition, % at 4.98 µM; CHO S1P3 NFAT-BLA reporter, FRET fluorescence, antagonist mode; actives 0.27% (n = 170,000);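 active = inhibition above the plate cutoff, the mean inhibition of test wells on that plate plus 3 SD, cut at about 28% in these data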;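 also: cells challenged with S1P at its EC80 of 0.8 µM; blue over green emission ratio from cleaved BLA substrate after 4 h stimulation; 0% = S1P-stimulated wells and 100% = unstimulated DMSO-only wells; some compounds past the cut are filed as inactive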
Target sequence (Q99500 whole entry, looked up): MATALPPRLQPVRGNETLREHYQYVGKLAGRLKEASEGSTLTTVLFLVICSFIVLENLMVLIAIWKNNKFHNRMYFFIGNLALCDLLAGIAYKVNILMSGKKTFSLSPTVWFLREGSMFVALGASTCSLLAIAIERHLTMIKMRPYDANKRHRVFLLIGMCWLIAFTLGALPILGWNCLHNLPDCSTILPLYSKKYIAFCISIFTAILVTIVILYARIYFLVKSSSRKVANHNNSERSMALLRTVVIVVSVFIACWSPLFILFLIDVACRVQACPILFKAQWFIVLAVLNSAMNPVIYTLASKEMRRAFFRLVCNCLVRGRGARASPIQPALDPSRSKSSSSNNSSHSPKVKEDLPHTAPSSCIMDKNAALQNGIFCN
PPARg SRC-3 ag: PPARgamma-driven SRC-3 recruitment agonism; activation, % at 8 µM; biochemical PPARgamma/SRC-3 coactivator recruitment assay; P37231; AID 731; actives 0.26% (n = 200,000); in the data active = activation above about 23%;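 also: 0% = DMSO and 100% = reference agonist; some compounds past the cut are filed as inactive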
PPARg SRC-1 ag: promotes SRC-1 coactivator recruitment by human PPARgamma | PPARgamma-SRC-1 coactivator recruitment biochemical assay | activation, % at 8 µM | actives 0.41% (n = 200,000); in the data active = activation above about 19%;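 also: 0% = DMSO and 100% = reference agonist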
RAM inhibit: yeast RAM network inhibition. S. cerevisiae dse1pr::URA3 reporter, 5-FOA growth OD615, 2 d; analog-sensitive cbk1-as2 kinase mutant strain. inhibition, % at 50 µM. actives 1.8% (n = 190,000). AID 868;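 active = inhibition above a set limit, 3 SD over mean compound inhibition, cut at about 8.4% in these data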;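 also: 0% = DMSO-only wells with no growth and 100% = 10 µM 1-NA-PP1 full growth; inhibition rescues growth on 5-FOA so higher OD means more RAM inhibition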
L major viab: Leishmania major promastigote growth inhibition. Leishmania major promastigotes, resazurin fluorescence viability. inhibition, % at 10 µM. actives 9% (n = 200,000); in the data active = inhibition above about 50%;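 also: promastigotes grown with compound for 44 hours at 28 °C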
Active calls of the source: *; · = no result given.

Structure,TR-FRET SRC-2 ct,HMGR II inh,bIAP inhibitor,ROMK mod,PPARg SRC-2 ag,DTT redox prof,S1P3 antag,PPARg SRC-3 ag,PPARg SRC-1 ag,RAM inhibit,L major viab
CCN1CCN(S(=O)(=O)c2ccc3[nH]c(=O)oc3c2)CC1,1473,1,-2,·,1,-0.2,-2,-5,0,0.2,-7
Cc1ccc(-c2csc3nc(CSc4nnc(-c5ccc(Cl)cc5)n4C)[nH]c(=O)c23)cc1,1458,0,7,-0.002,6,-0.1,-7,-2,-8,1.0,-9
Cc1nn(C)c(C(=O)Nc2ccc(Cl)c([N+](=O)[O-])c2)c1Cl,1418,-1,3,0.8,-1,-0.3,-13,0,-6,1.5,1
CC1(C)CC(=O)C2=C(C1)Nc1cc(C(=O)c3ccccc3)ccc1NC2c1ccccn1 (stereo not drawn),1436,-2,-6,·,-1,-0.1,0,-1,1,0.1,0
CC(C)c1ccc(NC(=O)C2CC(=O)N=C(N)S2)cc1 (stereo not drawn),1451,-4,-27,2,7,-0.6,8,-13,4,0.0,-9
CCOc1ccc(S(=O)(=O)N2CCN(c3ccccc3OC)CC2)c2cccnc12,1491,0,8,-0.15,-2,-0.2,8,-4,4,-0.3,2
Cc1csc(/C(=N\O)c2csc(C)n2)n1,1541,-2,4,·,0,2.8,3,-3,-6,-0.8,-8
Cc1ccc(C)c(C(=O)COc2ncnc3ccccc23)c1,1758,-1,13,-0.19,9,0.0,-7,0,-1,-1.7,-5
COc1ccc2c(C)nc(Nc3nc(C)c(C)c(=O)[nH]3)nc2c1,1486,0,24,·,-5,-4.5,·,-13,0,-0.2,100*
CC(=O)c1ccc(NS(=O)(=O)c2cccc(C)c2)cc1,1383,-2,15,-0.63,6,1.4,·,-4,-3,0.0,-8
COc1ccccc1N1CCN(C(=O)C2C3C=CC4(CN(Cc5ccccc5Cl)C(=O)C24)O3)CC1 (stereo not drawn),1476,-2,-4,·,1,1.8,·,-6,1,0.7,-3
CN(c1ccccc1C(=O)Nc1cccc(C(F)(F)F)c1)S(C)(=O)=O,1422,-4,6,·,5,0.9,11,-4,-1,-0.5,-4
CCOc1ccccc1NC(=O)NC1(C(=O)N2CCN3CCCC3C2)CCCCC1 (stereo not drawn),1655,2,-70,·,-1,-1.5,-1,2,-7,0.5,3
CN(CC(=O)OCC(=O)c1c(N)n(C)c(=O)n(C)c1=O)S(=O)(=O)c1ccc(Cl)cc1,1375,-7,16,·,4,0.0,5,-3,3,2.5,-3
CCC(c1nnnn1C1CCCC1)N1CCN(Cc2ccccc2)CC1 (stereo not drawn),1446,4,9,-0.73,3,0.4,·,4,-3,1.4,81*
NC(=O)C1CCN(C2OC(=O)c3ccccc32)CC1 (stereo not drawn),1599,-2,-3,-0.59,15,-3.4,·,10,6,-0.5,1
CCc1ccc(N(C(=O)c2csnn2)C(C(=O)NC(C)(C)C)c2ccncc2)cc1 (stereo not drawn),1491,5,-3,·,-2,-4.1,·,-5,-13,-0.4,-5
COCc1nnc(NC(=O)c2sc3ccccc3c2Cl)s1,1525,-4,14,0.13,2,0.3,-7,3,5,3.3,-8
O=C(Cn1nnc(-c2ccc(OCc3ccccc3F)cc2)n1)N1CCOCC1,1547,-2,4,·,3,2.0,-3,-5,0,4.7,-8
O=C(/C=C/c1ccccc1)NCCSCc1ccccc1Cl,1639,-8,30,·,-1,-2.3,·,7,5,2.1,-6
Cc1ccc(S(=O)(=O)NNC(=O)CCC(=O)Nc2ccccc2)cc1,1402,3,-4,·,-5,2.1,·,-14,0,5.1,-6
COc1ccc(CC(=O)NNc2ncnc3c2cnn3-c2ccc(C)cc2)cc1OC,1544,-4,0,0.85,-7,0.5,2,-5,-2,1.6,8
Cc1ccc(C=NCc2ccncc2)c(O)c1,1433,2,-6,·,4,-0.4,0,-3,-1,1.5,-6
O=C(/C=C/c1ccccc1)Nc1ccc2c(c1)OCCO2,1284,1,14,-0.062,2,-1.0,1,3,5,1.1,-1
Cn1c(N)c(C(=O)COC(=O)CCOc2ccc(C(C)(C)C)cc2)c(=O)n(C)c1=O,1496,-5,3,1.2,-4,-2.2,-17,-6,0,7.8,2
CN(C(=O)Cn1cccc1C1=NC(c2ccccc2)CO1)c1ccccc1 (stereo not drawn),1563,3,-4,0.039,2,-0.9,13,3,6,2.2,5
Cc1c(NC(=O)c2cnn3c2NC(c2ccccc2)CC3C(F)(F)F)c(=O)n(-c2ccccc2)n1C (stereo not drawn),1288,-7,-10,0.083,7,0.1,·,0,-1,0.4,-6
O=C(NC(=S)NCC1CCCO1)c1cccs1 (stereo not drawn),1467,-1,-7,1,2,-0.3,-3,-1,-4,-0.1,0
Cc1nnsc1NC(=O)OCc1ccc(C(F)(F)F)cc1,1533,-2,6,·,-3,2.3,·,6,1,0.1,-7
CC(=O)N1CCN(c2ccc(NC(=O)c3ccc(C(C)(C)C)cc3)cc2)CC1,1508,-2,-9,-0.062,9,2.5,·,13,1,1.2,97*

A second format for some results above:
Each structure is followed by: TR-FRET SRC-2 ct	HMGR II inh	bIAP inhibitor	ROMK mod	PPARg SRC-2 ag	DTT redox prof	S1P3 antag	PPARg SRC-3 ag	PPARg SRC-1 ag	RAM inhibit	L major viab
- CCc1ccc(N(C(=O)c2csnn2)C(C(=O)NC(C)(C)C)c2ccncc2)cc1 (stereo not drawn)
→ 1491	5	-3	·	-2	-4.1	·	-5	-13	-0.4	-5
- COCc1nnc(NC(=O)c2sc3ccccc3c2Cl)s1
→ 1525	-4	14	0.13	2	0.3	-7	3	5	3.3	-8
- O=C(Cn1nnc(-c2ccc(OCc3ccccc3F)cc2)n1)N1CCOCC1
→ 1547	-2	4	·	3	2.0	-3	-5	0	4.7	-8
- O=C(/C=C/c1ccccc1)NCCSCc1ccccc1Cl
→ 1639	-8	30	·	-1	-2.3	·	7	5	2.1	-6
- Cc1ccc(S(=O)(=O)NNC(=O)CCC(=O)Nc2ccccc2)cc1
→ 1402	3	-4	·	-5	2.1	·	-14	0	5.1	-6
- COc1ccc(CC(=O)NNc2ncnc3c2cnn3-c2ccc(C)cc2)cc1OC
→ 1544	-4	0	0.85	-7	0.5	2	-5	-2	1.6	8
- Cc1ccc(C=NCc2ccncc2)c(O)c1
→ 1433	2	-6	·	4	-0.4	0	-3	-1	1.5	-6
- O=C(/C=C/c1ccccc1)Nc1ccc2c(c1)OCCO2
→ 1284	1	14	-0.062	2	-1.0	1	3	5	1.1	-1
- Cn1c(N)c(C(=O)COC(=O)CCOc2ccc(C(C)(C)C)cc2)c(=O)n(C)c1=O
→ 1496	-5	3	1.2	-4	-2.2	-17	-6	0	7.8	2
- CN(C(=O)Cn1cccc1C1=NC(c2ccccc2)CO1)c1ccccc1 (stereo not drawn)
→ 1563	3	-4	0.039	2	-0.9	13	3	6	2.2	5
- Cc1c(NC(=O)c2cnn3c2NC(c2ccccc2)CC3C(F)(F)F)c(=O)n(-c2ccccc2)n1C (stereo not drawn)
→ 1288	-7	-10	0.083	7	0.1	·	0	-1	0.4	-6
- O=C(NC(=S)NCC1CCCO1)c1cccs1 (stereo not drawn)
→ 1467	-1	-7	1	2	-0.3	-3	-1	-4	-0.1	0
- Cc1nnsc1NC(=O)OCc1ccc(C(F)(F)F)cc1
→ 1533	-2	6	·	-3	2.3	·	6	1	0.1	-7

Other records follow.
Structure,TR-FRET SRC-2 ct,HMGR II inh,bIAP inhibitor,ROMK mod,PPARg SRC-2 ag,DTT redox prof,S1P3 antag,PPARg SRC-3 ag,PPARg SRC-1 ag,RAM inhibit,L major viab
O=C(NC1CC1)C1CC(=O)N(C2CCCCC2)C1 (stereo not drawn),1548,-2,1,·,-5,0.9,-30,4,10,0.4,-7
O=C(CCCCCN1C(=O)c2ccccc2C1=O)NCc1ccccn1,1632,0,3,·,1,1.9,4,1,3,1.3,-8
Cc1ccc(S(=O)(=O)NC(C)C(c2cccs2)N2CCN(c3ccccc3)CC2)cc1 (stereo not drawn),1472,0,16,·,-3,0.1,·,-7,1,1.6,5
Cc1cccc(NC(=O)CC2C(=O)NCCN2C(=S)Nc2ccccc2)c1 (stereo not drawn),1723,0,0,·,7,-5.3,·,-3,-2,-0.1,5
CC1=Nc2cc(C(=O)NCCCOC(C)C)ccc2Sc2ccc(C)cc21,1374,-1,-4,4.3*,2,-0.1,-4,3,-1,-0.9,5
Cc1ccc2[nH]c3c(N4CCN(Cc5ccc6c(c5)OCO6)CC4)ncnc3c2c1,1456,-1,-41,-3.8*,5,-0.6,·,-4,-2,0.9,62*
CCOC(=O)C1=C(N)n2c(s/c(=C\c3ccco3)c2=O)=C(C(=O)OCC)C1c1ccco1 (stereo not drawn),1362,-3,13,·,-9,4.6,18,-3,-6,6.1,14
COc1cnn(-c2ccc(C)cc2)c(=O)c1Br,1737,-6,-8,0.26,7,-1.7,-10,6,19,0.6,-5
CN(C)C(=O)c1c(C(F)(F)F)nn(C)c1Cl,1673,-1,-2,0.083,-7,-2.0,-6,4,-12,0.0,0
CC(C)[C@H](NC(N)=O)C(=O)Nc1cccc([N+](=O)[O-])c1,1730,2,-1,-0.36,1,-2.4,-9,6,2,-0.1,2
COc1ccc(-c2c[n+]3c4n2CCCCC4=C(c2ccc(Br)cc2)C3)cc1,1621,-2,25,-4.6*,-4,-0.6,·,-2,8,-0.8,100*
CCN(CC)CCNC(=O)c1ccc(Cl)c(S(=O)(=O)N2CCCCCC2)c1,1497,-7,-1,·,5,-0.1,·,5,5,-0.2,31
Cc1nn(CC(=O)NCCCN2CCOCC2)c(C)c1[N+](=O)[O-],1545,2,5,·,9,1.0,·,1,4,-0.7,-2
C=CCN1C=C/C(=C\C=C(C#N)C#N)c2ccccc21,1672,-2,7,·,8,-0.2,-12,9,8,4.2,70*
O=C1CN(CC(=O)NC(=O)NCc2ccccc2)CCN1,1617,-4,-5,0.056,7,-0.4,5,-6,3,-0.6,-8
COc1cc2c(C#N)c(N3CCN(C)CC3)nc(N)c2c(N)n1,1474,-3,2,·,6,0.3,·,3,-3,0.9,100*
CC1(C)CC(O)C(C(O)c2cccc([N+](=O)[O-])c2)C(C)(C)N1 (stereo not drawn),1628,2,1,-0.88,0,-0.1,7,-2,3,0.5,-2
CSc1nnc(CNC(=O)C23CC4CC(CC(C4)C2)C3)n1Cc1ccccc1,1506,-3,21,·,7,0.3,2,-6,4,0.1,1
